GLA spleen mod: inhibitors or activators of human alpha-galactosidase in spleen homogenate. P06280. human spleen homogenate, 4MU-alpha-Gal fluorescence, 40 min. Potency, µM (top dose mostly 80 µM), without a hit: at the top dose activity change, negative = inhibition, hits mostly inhibitors. actives 0.008% (n = 240,000). AID 2107;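 further: 0% = enzyme with vehicle and -100% = no enzyme basal signal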
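qHTS titration in buffer at pH 5.0. Alpha-galactosidase activity in spleen homogenate was measured via 4-methylumbelliferone release from 1 mM fluorogenic substrate after 40 min at 37C and a pH 10 stop. AC50 came from Hill fits of control-normalized data.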
GAA glycogen: GAA glycogen-cleavage inhibition or activation; P10253; recombinant GAA, glycogen substrate, Amplex Red glucose oxidase fluorescence; Potency, µM (titrated, usually from 76.4 µM), inactives show top-dose activity change, negative = inhibition, usual class: inhibitors; actives 0.38% (n = 300,000); AID 2100;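 further: 0% = full enzyme reaction and -100% = no-enzyme basal signal; the screen sought inhibitors and activators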
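Recombinant human alpha-glucosidase (4 nM final) hydrolysed bovine liver glycogen (30 ug) for 40 min at 37 C in pH 5.0 citrate/phosphate with 0.01% Tween-20. Released glucose detected by glucose oxidase/Amplex Red, Ex 573/Em 610 nm. Compounds up to 77 uM; AC50 from Hill fits.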
JMJD2E inh: blocks human JMJD2E demethylase activity; B2RXH2; JMJD2E catalytic domain, FDH-coupled NADH fluorescence (FDH is formaldehyde dehydrogenase); Potency, µM (doses to about 57.1 µM), inactives show at the highest dose activity change, negative = inhibition, hits mostly inhibitors; actives 1.6% (n = 230,000); AID 2147; active means well fitted inhibition curve with a large enough effect, not every such curve was filed as active; inconclusive means small, poorly fitted or top-dose-only effect, or another doubt; inactive means no such curve, though single readings can be large or run the other way;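 further: 0% = wells with enzyme and -100% = buffer wells without enzyme; nearly all actives have a fitted effect of over 50% in size; many of its hits are not listed in these tables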
Target sequence (B2RXH2 1-337 limits assumed): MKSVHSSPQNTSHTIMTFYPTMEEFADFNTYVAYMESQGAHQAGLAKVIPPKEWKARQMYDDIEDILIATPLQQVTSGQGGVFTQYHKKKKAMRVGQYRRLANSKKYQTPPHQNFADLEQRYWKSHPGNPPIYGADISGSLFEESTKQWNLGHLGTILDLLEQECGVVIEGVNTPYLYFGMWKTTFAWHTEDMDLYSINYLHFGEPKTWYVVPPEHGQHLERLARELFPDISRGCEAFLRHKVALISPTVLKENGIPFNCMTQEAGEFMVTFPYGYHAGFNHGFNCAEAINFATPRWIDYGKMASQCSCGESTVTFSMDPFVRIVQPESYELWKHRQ
GAA spleen mod: inhibits or activates alpha-glucosidase in human spleen homogenate; AID 2112; actives 0.006% (n = 240,000); Potency, µM (doses to about 79.9 µM), for inactives: top-dose activity change, negative = inhibition, usual class: inhibitors; human spleen homogenate, 4-MU-alpha-glucoside fluorescence;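 further: 0% = enzyme with vehicle and -100% = no enzyme basal signal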
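AC50 values come from Hill-equation fits of concentration-response data, normalized to no-enzyme and full-activity controls. Enzyme source: 1 ug human spleen homogenate; 1 mM fluorogenic 4-MU glucoside, pH 5.0 citrate buffer, 37 C, 40 min.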
ALDH1A1 block: inhibitors of human aldehyde dehydrogenase 1A1 | AID 1030 | Potency, µM (doses to about 75.3 µM), for the others: at the highest dose activity, negative = inhibition, hits mostly inhibitors | actives 7.3% (n = 220,000) | P00352 | Purified ALDH1A1, NADH fluorescence, propionaldehyde substrate; active means well fitted inhibition curve with a large enough effect, not every such curve was filed as active; inconclusive means small, poorly fitted or top-dose-only effect, or another doubt; inactive means no such curve, though single readings can be large or run the other way;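 further: plate controls were no enzyme wells and a reference inhibitor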
SMN2 splice enh: SMN2 splice variant enhancement; actives 2.8% (n = 210,000); Potency, µM (highest dose often 46.1 µM), without a hit: at the top dose activity change, positive = activation, hits mostly activators; HEK293 SMN2-luciferase splicing reporter, luminescence, 30-36 h; further: % of control where 0% means no effect; nearly all actives have a fitted effect of over 55% in size
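HEK293 cells carry an SMN2 […]–luciferase reporter in which exon 7 inclusion puts luciferase in frame. Cells were plated 10-12 h before compound addition, then incubated 30-36 h at 37C. ONE-Glo luminescence was read; sodium butyrate at 4.5 mM final served as control.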
GoLoco inh red: inhibitors of human Gai1-RGS12 GoLoco interaction (red fluorophore); AID 880; P63096; Gai1:RGS12 GoLoco peptide FP, rhodamine, 10 min; actives 0.44% (n = 230,000); Potency, µM (doses to about 61.6 µM), inactives show at the highest dose activity, negative = inhibition, usual class: inhibitors; active means well fitted inhibition curve with a large enough effect, not every such curve was filed as active; inactive means no such curve, though single readings can be large or run the other way; further: on the % scale 0 is the no-effect control and ±100 the full control effect; nearly all actives have a fitted effect of over 30% in size; many of its hits are not listed in these tables
Target sequence (P63096 whole entry, looked up): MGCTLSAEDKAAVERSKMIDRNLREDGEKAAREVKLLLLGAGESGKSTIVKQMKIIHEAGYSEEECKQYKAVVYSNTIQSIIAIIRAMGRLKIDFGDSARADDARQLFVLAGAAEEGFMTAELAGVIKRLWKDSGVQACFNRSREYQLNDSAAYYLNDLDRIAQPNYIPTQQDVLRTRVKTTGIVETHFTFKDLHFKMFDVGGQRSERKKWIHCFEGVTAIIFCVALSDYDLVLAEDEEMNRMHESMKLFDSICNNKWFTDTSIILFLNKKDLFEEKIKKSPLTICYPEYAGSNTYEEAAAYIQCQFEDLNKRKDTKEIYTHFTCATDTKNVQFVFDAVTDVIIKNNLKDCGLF
GAA inhib: alpha-glucosidase (human) inhibition; purified human GAA, 4-MU-alpha-glucoside fluorescence; AID 1466; P10253; Potency, µM (titrated, usually from 76.9 µM), inactives show at the highest dose activity change, negative = inhibition, hits mostly inhibitors; actives 0.005% (n = 200,000);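 further: plate controls were uninhibited enzyme wells for no effect and no-enzyme background for full effect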
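qHTS format, compound range up to 77 uM. Human lysosomal enzyme at 4 nM, 400 uM 4-MU glucoside substrate, pH 5.0, 20 min room temperature; fluorescence after alkaline stop gives activity normalized to controls.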
Active calls of the source: *; u = inconclusive; x = not tested or not shown; [ ] = another dose, or the depositor's remark. Unless noted, the call rests on the fitted dose curve; in most records, active means well fitted curve in the direction sought with a large enough effect; inconclusive means small, poorly fitted or top-dose-only effect, or another doubt; inactive means no such curve, though single readings can be large; an effect the other way counts as inactive or inconclusive. Potency means the concentration at half of the fitted maximal effect. A portion of the library (hit frequency here may not be typical).

entry | SMILES | GLA spleen mod | GAA glycogen | JMJD2E inh | GAA spleen mod
1 | CN(C)c1nn(C(=O)Nc2cccc(C(F)(F)F)c2)cc1-c1ccccc1 | 11% | 1% | 2% | 2%
2 | O=C(Nc1ccc2oc(-c3cccc4ccccc34)nc2c1)c1ncn[nH]1 | -10% | 14% | u | -3%
3 | Cc1sc(-c2ccncc2)nc1OC(=O)c1cc(Cl)cc(Cl)c1 | -3% | -7% | -2% | -3%
4 | Nc1cc(-c2ccc(OC(F)(F)F)cc2)nn1-c1ccc(Cl)c(Cl)c1 | -1% | -13% | -18% | -6%
5 | COc1cc(-c2nc(-c3ccc(Br)o3)no2)cc(OC)c1OC | 13% | -11% | u | -21%
6 | COc1ccc(N2C(=O)c3ccccc3NC23CCCC3)cc1 | -11% | 1% | u | -9%
7 | COc1cccc(OC)c1NC(=O)NC(=O)c1c(OC)c(Br)cc([N+](=O)[O-])c1OC | -19% | -1% | -6% | 8%
8 | CCc1nnc(NC(=O)CSc2nccn2-c2cccc(C)c2C)s1 | -9% | 8% | 1% | -5%
9 | O=C(CSc1nccc(=O)[nH]1)c1ccccc1Br | -4% | 26% | 8% | -5%
10 | CC1(C)CC(=O)C(C(N)=NC(=O)c2ccc([N+](=O)[O-])cc2)=C(O)C1 | 5% | -12% | 9% | 0%
11 | COc1ccc([N+](=O)[O-])cc1N(CC(O)CN(C)C)S(=O)(=O)c1ccc(C)cc1 (stereo unspecified) | -12% | 14% | -2% | 3%
12 | CCC(C)c1ccccc1NC(=O)COC(=O)c1ccc(C)c(NC(=O)c2ccco2)c1 (stereo unspecified) | 9% | 4% | -4% | 4%

entry | ALDH1A1 block | SMN2 splice enh | GoLoco inh red | GAA inhib
1 | 8% | -23% | -6% | -6%
2 | u | u | 12% | u
3 | -1% | -14% | 6% | 0%
4 | 1% | x | 17% | -9%
5 | -4% | -6% | -3% | 3%[15.4 µM]
6 | u | 11µM* | -6% | -2%
7 | 5% | x | 3% | -9%[15.4 µM]
8 | 16µM* | -74%[inhibitor] | 14% | -7%[15.4 µM]
9 | -5% | -8% | -3% | -1%
10 | 8% | 11% | 1% | 6%
11 | -8% | x | -2% | -1%
12 | 40µM* | 13% | 44%[activator] | -3%

Looked up one by one from the entries so far, 7 records:
entry | SMILES | GLA spleen mod | GAA glycogen | JMJD2E inh | GAA spleen mod
5 | COc1cc(-c2nc(-c3ccc(Br)o3)no2)cc(OC)c1OC | 13% | -11% | u | -21%
2 | O=C(Nc1ccc2oc(-c3cccc4ccccc34)nc2c1)c1ncn[nH]1 | -10% | 14% | u | -3%
11 | COc1ccc([N+](=O)[O-])cc1N(CC(O)CN(C)C)S(=O)(=O)c1ccc(C)cc1 (stereo unspecified) | -12% | 14% | -2% | 3%
4 | Nc1cc(-c2ccc(OC(F)(F)F)cc2)nn1-c1ccc(Cl)c(Cl)c1 | -1% | -13% | -18% | -6%
10 | CC1(C)CC(=O)C(C(N)=NC(=O)c2ccc([N+](=O)[O-])cc2)=C(O)C1 | 5% | -12% | 9% | 0%
6 | COc1ccc(N2C(=O)c3ccccc3NC23CCCC3)cc1 | -11% | 1% | u | -9%
1 | CN(C)c1nn(C(=O)Nc2cccc(C(F)(F)F)c2)cc1-c1ccccc1 | 11% | 1% | 2% | 2%

entry | ALDH1A1 block | SMN2 splice enh | GoLoco inh red | GAA inhib
5 | -4% | -6% | -3% | 3%[15.4 µM]
2 | u | u | 12% | u
11 | -8% | x | -2% | -1%
4 | 1% | x | 17% | -9%
10 | 8% | 11% | 1% | 6%
6 | u | 11µM* | -6% | -2%
1 | 8% | -23% | -6% | -6%

Carrying on:
entry | SMILES | GLA spleen mod | GAA glycogen | JMJD2E inh | GAA spleen mod
13 | CCc1nnc(NC(=O)CSc2nnc(CSc3nc(C)cc(C)n3)n2C)s1 | 4% | -11% | 8% | -8%
14 | CN1CCN(c2nc(-c3cccs3)nc3ccccc23)CC1 | -1% | 7% | -2% | -3%
15 | O=C(CN1CCN(c2cccc(Cl)c2)CC1)Nc1nccs1 | -3% | -1% | -3% | -3%
16 | O=C(OCC(=O)N1CCc2ccccc2C1)c1cccc([N+](=O)[O-])c1 | 3% | -3% | 9% | 2%
17 | C/C(=N\NC(=O)Cc1cccn1C)c1cccs1 | -3% | 1% | -16% | 3%
18 | N#Cc1c(N)oc(-c2cccs2)c1-c1cccs1 | 4% | -4% | -18% | -9%
19 | CCc1ccnc(NC(=O)NS(=O)(=O)c2ccc(C)cc2)c1 | 8% | 5% | -4% | -1%
20 | CCOC(=O)c1cc2sccc2n1CC(=O)Nc1ccc(OC)cc1OC | -3% | 2% | 3% | -4%
21 | O=C(c1ccc(C(F)(F)F)cc1)N1CCC(=O)N(C(COCc2ccc(C(F)(F)F)cc2)Cc2ccccc2)CC1 (stereo unspecified) | 3% | -16% | 0% | 0%
22 | CCCn1c(C)nc2c(NCCCCN(CC)CC)nc(C)nc21 | -6% | x | u | -1%
23 | Cc1cc(NS(=O)(=O)c2ccc(-c3ccccc3)cc2)no1 | -6% | -3% | -2% | -7%
24 | O=C(NC1=NCCS1)C1CCCCC1 | 6% | 4% | 0% | 6%

entry | ALDH1A1 block | SMN2 splice enh | GoLoco inh red | GAA inhib
13 | 2% | -7% | 4% | -2%
14 | -8% | -11% | 1% | -5%
15 | 13% | -15% | 2% | 1%
16 | 0% | 9% | -7% | -2%
17 | -2% | x | -5% | -3%
18 | -3% | -12% | 42%[activator] | -9%
19 | x | x | 1% | x
20 | 10% | -1% | 9% | 3%
21 | -5% | -58%[inhibitor] | -8% | 11%
22 | 5% | -11% | 16% | x
23 | 8% | 17% | -5% | 1%
24 | 7% | 4% | 6% | 4%

The listing continues:
entry | SMILES | GLA spleen mod | GAA glycogen | JMJD2E inh | GAA spleen mod
25 | COC(=O)c1sccc1NC(=O)c1cccnc1 | 6% | 6% | 1% | -3%
26 | Cc1cc(C)cc(C(=O)NCC(=O)OCC(=O)Nc2cccnc2Cl)c1 | 2% | 5% | -2% | -2%
27 | COCCNC(=O)C(=O)c1cc(C)n(-c2ccc([N+](=O)[O-])cc2)c1C | -6% | 1% | -6% | -2%
28 | C=CCn1c(-c2ccc([N+](=O)[O-])cc2)n[nH]c1=S | -2% | -9% | -11% | -1%
29 | CCc1cc(C(=O)O)c(NC(=O)C(c2ccccc2)c2ccccc2)s1 | 3% | -4% | 2% | -7%
30 | O=C(O)CCC(=O)OC1CC2CCC1C2 (stereo unspecified) | 5% | 3% | 2% | -11%
31 | Cc1ccc(NC(=O)c2ccccn2)cc1S(=O)(=O)N1CCOCC1 | 0% | 1% | 8% | x
32 | Cc1c(NC(=O)COC(=O)Cc2ccc(Cl)cc2)c(=O)n(-c2ccccc2)n1C | 2% | -13% | 3% | -5%
33 | COCCCN(C(=S)NC(=O)c1ccc(C(C)(C)C)cc1)c1c(N)n(Cc2ccccc2)c(=O)[nH]c1=O | -2% | -16% | 3% | -1%
34 | Cc1cccc(N(C(=O)Cn2nnc3ccccc32)C(C(=O)NCc2ccco2)c2ccncc2)c1C (stereo unspecified) | -5% | 1% | -12% | -6%
35 | Clc1ccccc1C1SCC2Nc3ccccc3CN21 (stereo unspecified) | -6% | -14% | -12% | -2%
36 | CC(=O)N[C@H]1[C@@H](O[C@@H](C)C(=O)O)[C@H](O)[C@H](CO)O[C@@H]1O | 6%[29.1 µM] | x | 9%[25.5 µM] | 5%[29.1 µM]

entry | ALDH1A1 block | SMN2 splice enh | GoLoco inh red | GAA inhib
25 | -5% | -7% | 7% | 5%
26 | u | 4% | 2% | 6%
27 | -12% | -18% | -6% | -9%
28 | -9% | 2% | 4% | -13%
29 | 13µM* | 14% | -21% | -4%
30 | -4% | -11% | 5% | 8%
31 | -1% | -1% | -2% | -2%
32 | -4% | u | 5% | -3%
33 | u | -39%[inhibitor] | 33%[activator] | 4%
34 | 4% | u | -4% | -2%
35 | 3% | -14% | 9% | -4%
36 | 5%[20.9 µM] | -1%[20.6 µM] | 6%[21.6 µM] | x

Next structures:
entry | SMILES | GLA spleen mod | GAA glycogen | JMJD2E inh | GAA spleen mod
37 | O=C(CCCOc1ccc(Cl)cc1Cl)NCc1ccncc1 | 2% | -1% | -4% | 4%
38 | O=C1NC(c2ccco2)Nc2sc3c(c21)CCN(Cc1ccccc1)C3 (stereo unspecified) | u | 25% | 5% | 14%
39 | Nc1nc(-c2ccc(F)cc2)cc(C(F)(F)F)n1 | 11% | 1% | u | 7%
40 | COc1ccc(NC(=O)c2cc3n(n2)C(C(F)(F)F)CC(c2ccc4c(c2)OCO4)N3)cc1OC (stereo unspecified) | 4% | -2% | u | -8%
41 | N#Cc1ccc(N2Cc3ccccc3/C2=N/C(=O)Nc2ccc(Cl)cc2)cc1 | 6% | 3% | 2% | 2%
42 | COCCCNC(=O)c1ccc2c(=O)n(Cc3ccc4c(c3)OCO4)c(=S)[nH]c2c1 | -8% | -1% | 7% | -6%
43 | Cn1c(CNc2cccc(Cl)c2)nnc1SCC(=O)OC1CCCCC1 | 4% | 9% | -12% | -3%
44 | CC1CCCCN1S(=O)(=O)c1ccc(C(=O)Nc2ccccc2-c2nc3ccccc3s2)cc1 (stereo unspecified) | 6% | -1% | -12% | 3%
45 | Cc1noc(C)c1CSCC(=O)N1CCN(c2ccc([N+](=O)[O-])cc2)CC1 | 0% | 4% | 2% | 1%

entry | ALDH1A1 block | SMN2 splice enh | GoLoco inh red | GAA inhib
37 | 20µM* | x | -2% | 9%
38 | u | 7% | 177%[activator] | u
39 | -4% | -4% | 11% | -7%
40 | -5% | 3% | 5% | -3%[15.4 µM]
41 | u | x | 6% | 2%
42 | 6% | -10% | 2% | 2%
43 | -8% | -6% | 10% | 1%
44 | -2% | -17% | 75%[activator] | 5%
45 | 22µM* | -83%[inhibitor] | -1% | -3%
